KCNQ1 block: inhibitors of human KCNQ1 potassium channel. P51787. CHO-K1 KCNQ1, FluxOR thallium flux fluorescence; hits give high values. B-score at 10 µM. actives 1.3% (n = 310,000). AID 2642;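 active means compounds whose thallium flux B-score, printed positive for inhibition, exceeds three library SD while starting fluorescence stays within three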;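 further: channel opened by potassium depolarization with thallium stimulus after 20 min compound exposure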
Target sequence (P51787 whole entry, looked up): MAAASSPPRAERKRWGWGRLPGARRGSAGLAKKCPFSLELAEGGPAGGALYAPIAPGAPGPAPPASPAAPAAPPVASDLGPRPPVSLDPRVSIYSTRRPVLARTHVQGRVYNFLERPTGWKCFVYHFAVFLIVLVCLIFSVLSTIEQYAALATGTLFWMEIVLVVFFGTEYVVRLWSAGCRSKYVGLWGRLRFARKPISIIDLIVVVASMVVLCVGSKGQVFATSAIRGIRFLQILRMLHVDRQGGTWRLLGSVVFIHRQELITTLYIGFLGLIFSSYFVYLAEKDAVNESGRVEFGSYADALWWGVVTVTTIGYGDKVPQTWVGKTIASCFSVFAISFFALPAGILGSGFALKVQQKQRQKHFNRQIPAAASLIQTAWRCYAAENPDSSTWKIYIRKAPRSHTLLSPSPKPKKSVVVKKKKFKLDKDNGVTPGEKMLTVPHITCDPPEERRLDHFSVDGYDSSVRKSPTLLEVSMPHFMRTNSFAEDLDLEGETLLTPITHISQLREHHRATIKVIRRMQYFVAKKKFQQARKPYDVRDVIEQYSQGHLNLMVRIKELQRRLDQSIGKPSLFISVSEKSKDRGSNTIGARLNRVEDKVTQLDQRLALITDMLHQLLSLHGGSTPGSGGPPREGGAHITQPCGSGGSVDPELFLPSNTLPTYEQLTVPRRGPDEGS
hERG rescue: hERG (human) protection from proarrhythmic block; Q12809; activation (rescue from dofetilide block), less the hit threshold, % at 10 µM; CHO-hERG, FluxOR thallium flux, dofetilide IC70 present; actives 0.51% (n = 310,000); AID 1511;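 active means activation above the mean of controls blocked by dofetilide plus 5 SD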;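 further: thallium influx through hERG after potassium depolarization seen as dye fluorescence rise; in these data hits start at about 4.7%; inactives centre near -7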
RGS4 act: RGS4 potentiation or activation; AID 463111; B-score at 10 µM; HEK293 M3R/inducible RGS4, carbachol calcium flux Fluo4; hits give low values; actives 0.92% (n = 310,000);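 active means B-score of the integrated calcium signal more than 4 SD below the library mean, with starting fluorescence not abnormally high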;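 further: negative B-score means reduced calcium response which marks RGS4 activation or potentiation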
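Test system: HEK293 cells with stable M3R and inducible RGS4; also added: carbachol at ECmax as muscarinic agonist stimulus; schedule: dye loading 30 min 37 °C, buffer rest 30 min RT; technique: kinetic calcium fluorescence imaging with Fluo4-AM dye, 2 µM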
PolyA inh: blocks polyadenylation in yeast reporter cells; S. cerevisiae SKY197-pL101 polyadenylation reporter, beta-gal luminescence; efflux-impaired pdr1/pdr3 knockout yeast; score 100 = 6 SD above DMSO; calls only at 12 µM; actives 0.02% (n = 300,000); AID 1875;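 active means lowest replicate activity score at least 50, where 100 means six control SD above control mean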;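 further: yeast exposed to compound for 9 h at 30 °C; higher score means more reporter readthrough which indicates perturbed polyadenylation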
DYRK1A inh: inhibitors of rat Dyrk1A kinase | Q63470 | ADP-Glo luminescence, NFATc1 peptide | inhibition, % at 12.5 µM | actives 0.43% (n = 310,000) | AID 504441; in the data active means inhibition above about 50%;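 further: plate controls were vehicle with enzyme for no effect and no enzyme for full effect; many of its hits are not listed in these tables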
GSK3B inh: inhibitors of human GSK3beta kinase | P49841 | GST-GSK3beta kinase, ADP-Glo luminescence, 60 min; hits give low values | activity score (negative = inhibition), % at 10 µM | actives 0.038% (n = 300,000) | AID 2097;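 active means more than half of replicate wells score below -50%, meaning over 50% inhibition versus plate controls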;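 further: 0% = median DMSO wells and -100% = median GW8510 positive control wells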
Target sequence (P49841 whole entry, looked up): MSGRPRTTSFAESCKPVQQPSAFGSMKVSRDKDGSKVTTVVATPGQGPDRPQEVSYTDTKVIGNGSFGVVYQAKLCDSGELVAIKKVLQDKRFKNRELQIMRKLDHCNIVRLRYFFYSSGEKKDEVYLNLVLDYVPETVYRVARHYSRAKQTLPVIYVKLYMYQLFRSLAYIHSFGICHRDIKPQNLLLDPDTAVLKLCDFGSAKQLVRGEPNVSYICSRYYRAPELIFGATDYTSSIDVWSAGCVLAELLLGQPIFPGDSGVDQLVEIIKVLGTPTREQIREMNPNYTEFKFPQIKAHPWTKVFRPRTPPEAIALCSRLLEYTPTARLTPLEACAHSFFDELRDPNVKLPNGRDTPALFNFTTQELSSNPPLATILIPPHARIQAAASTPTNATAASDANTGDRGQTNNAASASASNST
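Test system – GST-tagged human GSK3beta kinase, cell-free · Incubation – 60 min enzyme reaction, room temperature · Signal – ADP-Glo luminescence · Also added – peptide substrate and ATP at 25 µM · Controls – DMSO neutral wells and GW8510 at 20 µM as positive · Buffer or medium – Tris/MgCl2 kinase buffer · Measure – Luminescence-derived activity versus plate DMSO and GW8510 wells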
KCNQ1 pot: human KCNQ1 channel potentiation or activation. B-score at 10 µM. CHO-K1 KCNQ1, thallium flux FluxOR fluorescence; hits give high values. P51787. actives 0.35% (n = 310,000);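 active means fluorescence ratio B-score, a plate-corrected score, at least three library SD, with initial intensity B-score within 5 SD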
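Material: CHO-K1 cells stably expressing KCNQ1. Medium: assay buffer for compound exposure, DMSO matched across wells. Reagent: K+/Tl+ depolarizing stimulus. Compound dosing: single-concentration screen. Times: 37 °C overnight plating, 90-min dark dye load, 20-min compound pretreatment. Technique: FluxOR Tl+ flux fluorescence.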
KCNK3 inh: human KCNK3 channel inhibition, primary screen | O14649 | CHO-KCNK3 thallium flux, FluxOR fluorescence; hits give low values | B-score at 10 µM | actives 0.84% (n = 340,000) | AID 602410;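 active means B-score under library mean minus 4 SD, starting fluorescence ratio at most library mean plus 5 SD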;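 further: more negative B-score means stronger inhibition of thallium flux through KCNK3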
GSK3 alpha inh: human GSK-3 alpha kinase inhibition | ADP-Glo luminescence, 60 min | actives 0.1% (n = 320,000) | P49840 | inhibition, % at 10 µM;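 in the data active means inhibition above about 50%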;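 further: GST-tagged GSK-3 alpha with peptide substrate and 25 µM ATP; 0% = DMSO neutral wells and 100% = GW8510 positive control wells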
HDAC3 inh: blocks human histone deacetylase 3. O15379. recombinant HDAC3, fluorogenic peptide/trypsin coupled, fluorescence. inhibition, % at 8.3 µM. actives 0.15% (n = 320,000); in the data active means inhibition above about 26%, passing the limit was not always enough
KCNK9 block: inhibitors of human KCNK9 two-pore domain potassium channel. Q9NPC2. HEK293 KCNK9, FluxOR thallium flux fluorescence; hits give low values. B-score at 10 µM. actives 1.2% (n = 310,000). AID 488922;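 active means ratio B-score over 3 SD below the library mean, with starting fluorescence within 5 SD of its mean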;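 further: negative B-score means less thallium flux so channel inhibition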
* = called active by the depositor; i = inactive; x = no result given; & = joins results of further samples.

SMILES | KCNQ1 block | hERG rescue | RGS4 act | PolyA inh | DYRK1A inh | GSK3B inh | KCNQ1 pot | KCNK3 inh | GSK3 alpha inh | HDAC3 inh | KCNK9 block
O=[N+]([O-])c1ccccc1CN1CC=C(c2ccc(F)cc2)CC1 | i | -7 | i | i | x | -2 | i | i | -1 | 6 | i
CC(C)CNC(=O)c1c(N)n(Cc2ccco2)c2nc3ccccc3nc12 | i | -3 | i | i | 13 | 2 | i | i | 2 | -10 | i
CCCCNC(=O)CN1C(=O)CN=C(c2ccccc2)c2ccccc21 | i | -7 | i | i | -7 | -1 | i | i | -1 | 6 | i
O=C(O)[C@H]1NC[C@H]2C[C@H]21 | i | -2 | i | i | -4 | 5 | i | i | -2 | -3 | i
CC(C)CNc1c2c(nc3ccccc13)CCC2 | i | -13 | i | i | 0 | -3 | i | i | 3 | 6 | i
Nc1c(C(=O)NCC2CCCO2)c2nc3ccccc3nc2n1Cc1ccco1 (centres undefined) | i | -25 | i | i | -4 | -1 | i | i | 13 | -25 | i
Cc1cc(OC(=O)c2cccs2)c2c3c(c(=O)oc2c1)CCCC3 | i | -6 | -7.3* | i | 11 | 1 | i | i | x | -8 | i
CCCCNC(=O)Nc1ccc(C(O)(C(=O)OC)C(F)(F)F)cc1 (centres undefined) | i | -11 | i | i | -3 | -2 | i | i | -1 | 14 | i
O=C(O)CCn1cc(C=C2C(=O)NC(=O)NC2=O)c(-c2ccc(Br)cc2)n1 | i | -5 | i | i | 2 | -4 | i | i | -1 | -2 | i
Cc1ccnc(NS(=O)(=O)c2ccc(N=Cc3c(O)n(C)c(=O)n(C)c3=O)cc2)n1 | i | -5 | i | i | 4 | 1 | i | i | 3 | 3 | i
CN(C)CCNC(=O)c1cccn(Cc2cc(C(F)(F)F)cc(C(F)(F)F)c2)c1=O | i | -4 | i | i | 2 | 1 | i | i | -2 | -16 | i
COc1ccc(OC)c(N2C(=O)NC(=O)C(CCc3ccncc3)(CCc3ccncc3)C2=O)c1 | i | -2 | i | i | 1 | -2 | i | i | -4 | 2 | i
COc1ccccc1N1C(=O)CC(=O)NC1=O | i | -4 | i | i | 2 | 8 | i | i | -4 | 5 | i
COc1cc2c(cc1OC)C(C(=O)NC(C)C)C1CCCCN1C2=O (centres undefined) | i | -18 | i | i | 0 | 2 | i | i | 0 | 1 | i
N/C(=N/[N+](=O)[O-])N1CCN(C(=O)c2ccc(Cl)cc2)CC1 | i | -7 | i | i | -1 | -1 | i | i | -1 | 3 | i
CCC(=O)N1CCN(CCN=Cc2c(O)n(C)c(=O)n(C)c2=O)CC1 | i | -7 | i | i | -5 | 3 | i | i | 2 | 4 | i
CCOP(=O)(OCC)C(NC(=O)c1ccccc1Cl)=C(Cl)Cl | i | -15 | i | i | -4 | 1 | i | i | -2 | 2 | i
O=C1NC(=O)N(c2ccccc2)C(=O)/C1=C/c1ccc2c(c1)Cc1ccccc1-2 | i | -14 | i | i | x | -2 | i | x | -10 | 12 | i
CCCCCn1c(=O)c(C(=O)NCc2ccc(Cl)cc2)c(O)c2ccccc21 | i | -10 | i | i | 6 | -1 | i | i | 4 | -4 | i
CN1C2C=C(N(C(=O)c3ccc(Cl)cc3)c3ccccc3)CC1CC2 (centres undefined) | i | -2 | i | i | 2 | -2 | i | i | -3 | 1 | i

Fetched by compound from above:
SMILES | KCNQ1 block | hERG rescue | RGS4 act | PolyA inh | DYRK1A inh | GSK3B inh | KCNQ1 pot | KCNK3 inh | GSK3 alpha inh | HDAC3 inh | KCNK9 block
Nc1c(C(=O)NCC2CCCO2)c2nc3ccccc3nc2n1Cc1ccco1 (centres undefined) | i | -25 | i | i | -4 | -1 | i | i | 13 | -25 | i
COc1ccccc1N1C(=O)CC(=O)NC1=O | i | -4 | i | i | 2 | 8 | i | i | -4 | 5 | i
N/C(=N/[N+](=O)[O-])N1CCN(C(=O)c2ccc(Cl)cc2)CC1 | i | -7 | i | i | -1 | -1 | i | i | -1 | 3 | i

The list goes on.
SMILES | KCNQ1 block | hERG rescue | RGS4 act | PolyA inh | DYRK1A inh | GSK3B inh | KCNQ1 pot | KCNK3 inh | GSK3 alpha inh | HDAC3 inh | KCNK9 block
CCSc1cc(C2C(C#N)=C(N)Oc3n[nH]c(C)c32)c(C)o1 (centres undefined) | i | -13 | i | i | 0 | -2 | i | i | 1 | 3 | i
O=P(O)(O)Cc1ccccc1OP(=O)(c1ccccc1)c1ccccc1 | i | -4 | i | i | -8 | 1 | i | i | 1 | -1 | i
CN1Cc2c(c(C#N)c(N)n(C)c2=S)CC1(C)C | i | -17 | -9.3* | i | -8 | 2 | i | i | 3 | -18 | i
Cc1nnc2n1-c1ccc(Br)cc1C(c1ccccc1Cl)=NC2 | i | 1 | i | i | 2 | 3 | i | i | 0 | -1 | i
COc1ccc(CN2CCCCC2c2cccnc2)cc1C (centres undefined) | i | -3 | i | i | -4 | 3 | i | i | -2 | 1 | i
CCNc1nc(Cl)nc(NC(C)C)n1 | i | -5 | i | i | 2 | 2 | i | i | -3 | 0 | i
COc1ccc(OC)c(/C=N/OC(=O)Nc2ccc(Cl)cc2)c1 | i | -22 | i | i | 13 | 0 | i | i | 1 | 5 | i
COC(=O)C1=C(c2ccc(S(C)(=O)=O)cc2)C[C@@H]2CC[C@H]1N2C(=O)N1CCC(C)CC1 | i | -8 | i | i | -1 | 2 | i | i | -2 | 12 | i
CN1[C@@H]2CC[C@H]1CC(OC(=O)C1C=Nc3ccccc31)C2 (some centres undefined) | i | -3 | i | i | 12 | -4 | i | i | -1 | 12 | i
C=CCN1C(=O)c2ccccc2Sc2ccc(C(=O)N3CCC4(CC3)OCCO4)cc21 | i | -13 | i | i | -4 | 1 | i | i | -1 | 2 | i
COC(=O)C1=C(c2ccc(S(C)(=O)=O)cc2)C[C@@H]2CC[C@H]1N2C(=O)NCc1ccc(F)cc1 | i | -6 | i | i | 1 | 1 | i | i | 0 | -4 | i
Cc1c(C(=O)N2CCC3(CC2)OCCO3)sc2ncnc(N(C)c3ccccc3)c12 | i | -6 | i | i | 2 | 0 | i | i | 8 | 0 | i
CC(C)C(=O)c1cn(Cc2ccc(C#N)cc2)c2ccccc12 | i | -6 | i | i | -3 | -1 | i | i | 2 | 1 | -6.9*
Cc1ccc2c(c1)N(C(=O)CCC(=O)N1CCC3(CC1)OCCO3)CC(C)O2 (centres undefined) | i | -5 | i | i | x | 1 | i | i | 0 | 9 | i
CCCNC(=O)N1[C@H]2CC[C@@H]1C(C(=O)OC)=C(c1ccc(S(C)(=O)=O)cc1)C2 | i | -3 | i | i | -8 | -2 | i | i | 0 | -4 | i
O=c1oc2ccccc2c(O)c1[C@H]1c2ccc(O)cc2Oc2c1c(=O)oc1ccccc21 | i | -15 | i | i | -4 | 1 | i | i | -2 | 5 | i
COc1ccc(NC(=O)N2C[C@@H]3C[C@@H](C2)c2cccc(=O)n2C3)cc1 | i | -6 | i | x | 4 | -1 | i | i | 0 | 6 | i
CC1CC(OC(=O)c2ccccc2)(c2ccccc2)C(C)CN1C (centres undefined) | i | -6 | i | i | -1 | -1 | i | i | -7 | -7 | i
C/C(=C\c1ccc(N(C)C)cc1)[N+](=O)[O-] | i | -12 | i | i | -13 | 0 | i | i | -1 | 0 | i
CCN(CC)P(=O)(NC(=O)C(Cl)(Cl)Cl)N(CC)CC.[Cl-].[Cl-].[Cl-].[Nd+3] | i | -16 | i | i | -2&-2 | 14 | i | i | -3 | 2 | i
COC(=O)C1=C(N)Oc2c(c(=O)oc3ccccc23)[C@]12C(=O)N(C)c1ccccc12 | i | -5 | i | i | -6 | -1 | i | i | -1 | 1 | i
CC1=C(C(=O)O)N2C(=O)[C@@H](NC(=O)CCCC(=O)O)[C@H]2SC1 | i | -10 | i | i | 4 | -1 | i | i | -1 | 0 | i
Cn1cccc1CN1CCN(C(=O)COc2ccccc2)CC1 | i | -4 | i | i | 14 | 0 | i | i | -7 | 3 | i
Cc1onc(-c2ccccc2)c1C(=O)N1CCC2(CC1)OCCO2 | i | -12 | i | i | 1 | 3 | i | i | 0 | 7 | i
CCOC(=O)C1C(=O)N(C)C2(C)CC1c1ccccc1O2 (centres undefined) | i | -16 | i | i | -7 | 0 | i | i | -2 | -4 | i
COc1ccc(-n2c(O)c(/C(C)=N/N3CCCCCC3)c(=O)[nH]c2=O)cc1 | i | -6 | i | i | x | 2 | i | i | 12 | -1 | i
Cc1nn(Cc2ccccc2Cl)c(C)c1C(=O)OCC(=O)NC1CCS(=O)(=O)C1 (centres undefined) | i | 2 | i | i | -2 | -2 | i | i | 2 | 2 | i
O=c1c2ccccc2nc(C[n+]2ccccc2)n1-c1cccc(C(F)(F)F)c1 | i | -6 | i | i | -3 | 1 | i | i | -3 | 0 | i
CC(Cc1ccc(O)cc1)NCC(O)c1cc(O)cc(O)c1 (centres undefined) | i | x | i | i | 0 | -4 | i | i | -2 | 7 | i
COc1c2c(cc3c1OCO3)CC[N+](C)=C2 | i | 0 | i | i | 4 | 1 | i | i | 0 | 1 | i
O=[N+]([O-])c1ccc(N2CCCC2)c2ncccc12 | i | -2 | i | i | x | 3 | i | i | 1 | -1 | i
O=C1/C(=C\c2ccccc2)C2OCC=C3CN4CCC56c7ccccc7N1C5C2C3CC46 (centres undefined) | i | -9 | i | i | -6 | 2 | i | i | 1 | 0 | i
Oc1ccc(C2=CCNCC2)cc1O | i | -8 | i | i | -15 | -1 | i | i | -1 | -7 | i
COc1cccc(NP(=O)(Oc2ccc(Cl)cc2)Oc2ccc(Cl)cc2)c1 | i | -4 | i | i | -4 | -3 | i | i | 0 | 18 | -6.7*
Cc1ccc(-c2nc3ccccc3c(=O)n2-c2nccs2)cc1 | i | -1 | i | i | x | 0 | i | i | -2 | -1 | i
Cc1[nH]c2ccc(OC(F)(F)F)cc2c1CCNCc1cccc([N+](=O)[O-])c1 | i | -14 | i | i | 7 | -7 | i | i | 1 | 11 | i
O=C1CN=C(c2cccs2)c2c(sc3c2CCCC3)N1 | i | -7 | i | i | -3 | -59* | i | i | 82* | 0 | i
Cc1cc(OCC(=O)N[C@@H](Cc2ccccc2)C(=O)O)c2c3c(c(=O)oc2c1)CCCC3 | i | -15 | i | i | 1 | -1 | i | i | 14 | -31 | i
CCOC(=O)c1ccccc1C(=O)OCC | i | -4 | i | i | -5 | 1 | i | i | -1 | -1 | i

Some of the compounds tested. The share of hits here may be higher or lower than overall.
